# Source: PubChem BioAssay
# DAGLB inhibitor: blocks human DAGLB lipase activity. inhibition, % at 5.17 µM. HEK293T DAGLB membrane lysate, EnzChek fluorogenic substrate. Q8NCG7. 340,000 compounds, 0.059% hits; in the data active = inhibition above about 34%;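 also: 0% = enzyme with vehicle and 100% = wells lacking enzyme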
# Target sequence (Q8NCG7 whole entry, looked up): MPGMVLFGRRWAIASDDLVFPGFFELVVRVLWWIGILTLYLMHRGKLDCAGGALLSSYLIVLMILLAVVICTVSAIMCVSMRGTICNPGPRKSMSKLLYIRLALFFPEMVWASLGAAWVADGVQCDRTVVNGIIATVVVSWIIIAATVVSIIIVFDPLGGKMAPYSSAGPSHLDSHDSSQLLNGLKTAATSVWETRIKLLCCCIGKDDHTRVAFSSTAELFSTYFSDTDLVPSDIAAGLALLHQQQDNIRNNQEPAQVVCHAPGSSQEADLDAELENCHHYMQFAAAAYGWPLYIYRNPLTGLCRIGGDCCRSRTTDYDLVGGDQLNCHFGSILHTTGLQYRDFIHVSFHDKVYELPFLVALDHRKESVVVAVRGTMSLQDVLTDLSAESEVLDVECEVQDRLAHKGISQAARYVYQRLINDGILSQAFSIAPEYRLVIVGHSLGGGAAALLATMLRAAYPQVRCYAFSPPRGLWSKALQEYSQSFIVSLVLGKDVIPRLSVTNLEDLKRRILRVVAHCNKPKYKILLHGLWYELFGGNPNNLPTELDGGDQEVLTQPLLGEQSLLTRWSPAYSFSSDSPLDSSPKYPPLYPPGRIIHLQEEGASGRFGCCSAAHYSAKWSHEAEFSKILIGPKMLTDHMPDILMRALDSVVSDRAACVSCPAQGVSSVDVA
# Wnt bcat act: activators of Wnt/beta-catenin signaling | 300,000 compounds, 1.2% hits | Wnt/beta-catenin reporter cell assay, activator, plate reader | activation, % at 9.35 µM | AID 743398; in the data active = activation above about 30%, passing the limit was not always enough;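 also: 0% = neutral control wells and 100% = positive control wells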
# phage Ecoli inh: E. coli growth loss with phage present. growth absorbance. 360,000 compounds, 0.26% hits. AID 651602. inhibition, % at 11.9 µM; in the data active = inhibition above about 11%
# Active calls of the source: *.
No.	Compound	DAGLB inhibitor	Wnt bcat act	phage Ecoli inh
1	O=C1OCCC1=COCCCCOC=C1CCOC1=O	1	-2	3.4
2	O=C(OCCOc1ccccc1)c1cc(S(=O)(=O)N2CCOCC2)c(Cl)cc1Cl	-8	-1	2.0
3	N#CCCn1cc(C(=O)CN2C(=O)NC3(CCc4ccccc43)C2=O)c2ccccc21 (stereo unspecified)	-3	2	-0.6
4	O=C1NC(Cc2ccccc2)c2nc3cc(F)ccc3c(=O)n2-c2cc3ccccc3cc21 (stereo unspecified)	6	-9	1.1
5	CCN(CC(=O)Nc1cc(Cl)ccc1C)C(=O)C1CCN(c2ncnc3sc(C)c(C)c23)CC1	-3	-1	0.7
6	C[C@@H]1CN([C@H](C)CO)C(=O)CCCn2nncc2CO[C@@H]1CN(C)S(=O)(=O)c1ccc2ccccc2c1	1	-2	1.8
7	CC(C)C1C(=O)N(Cc2cn(CCC3OCCCO3)nn2)CCS(=O)(=O)N1Cc1ccc(-c2ccc(Cl)cc2)cc1 (stereo unspecified)	-2	-2	-0.2
8	CSc1ncccc1C(=O)NNC(=O)c1csc(N2CCOCC2)n1	-1	-8	3.5
9	O=C(c1ccccc1F)N1N=C(C(F)(F)F)CC1(O)c1ccccc1 (stereo unspecified)	-2	-4	1.8
10	C[C@@H]1CN([C@H](C)CO)C(=O)c2cc(Br)cnc2O[C@H]1CN(C)C(=O)Nc1ccc2c(c1)OCO2	2	1	2.7
11	C[C@@H]1CN([C@H](C)CO)C(=O)c2c(c3ccccc3n2C)-c2ccccc2CO[C@H]1CN(C)Cc1ccc(C(F)(F)F)cc1	-3	-13	2.8
12	CCN(CC)S(=O)(=O)c1ccc(O)c(C(=O)OCC(=O)N2CCCc3ccccc32)c1	-3	-1	1.9
13	CCN(CC)C(=O)c1ncn2c1c(=O)[nH]c1ccccc12	1	-1	-1.0
14	CC(=O)N1CCN(S(=O)(=O)c2cccc(C(=O)N3CCN(S(=O)(=O)c4c(C)c(C)cc(C)c4C)CC3)c2)CC1	-1	-1	2.8
15	Cc1c(Cc2ccccc2)[n+](=O)c2ccccc2n1[O-]	-5	-1	4.1
16	Cc1nc(N/N=C/c2cccnc2)cc(N2CCOCC2)n1	-2	1	1.9
17	Cc1nn(C)c2c1NC(=O)CS2	4	0	2.4
18	COc1ccc(CN(C)C(=O)C2CSC3(C)CCC(=O)N23)c(OC)c1 (stereo unspecified)	-3	0	2.1
19	CN(Cc1ccccc1)C(=O)C(=O)c1c[nH]c2ccccc12	-3	-2	2.5
20	CCOC(=O)CCCCCC(=O)Nc1ccc2c(c1)C(=O)N([C@@H](C)CO)C[C@H](C)[C@H](CN(C)S(=O)(=O)c1ccc(OC)cc1)OCCCC[C@H](C)O2	2	-1	1.2
21	CC(=O)NC1CC2CCCC(C1)N2C(=O)Nc1c(C)cccc1C (stereo unspecified)	1	-1	4.0
22	C[C@H]1CN([C@@H](C)CO)C(=O)c2cc(Br)cnc2O[C@@H]1CN(C)S(=O)(=O)c1cn(C)cn1	-1	2	0.9
23	CCCCCCN1C[C@@H](O)[C@H](n2cc(COC(=O)c3ccccc3)nn2)C[C@@H]1c1ccc(Cl)cc1	7	0	1.4
24	CCN(CC)C(=O)C1=C(C)N(CCCOC)C(=O)C(CC(=O)NC2CC2)C1 (stereo unspecified)	-1	3	1.0
25	CC1=C(C(=O)N2CCOCC2)CC(CC(=O)NC2CCCC2)C(=O)N1Cc1ccc(F)cc1 (stereo unspecified)	-1	-1	0.6
26	O=C1NC(Cc2ccccc2)c2nc3ccc(Cl)cc3c(=O)n2-c2cc3ccccc3cc21 (stereo unspecified)	3	-6	0.5
27	CC1(C)CN(C2CCCCC2)C(=O)[C@H]1CC(=O)Nc1ccc(Br)cc1	-8	-1	2.9
28	O=C(CCc1c[nH]c2ccccc12)OCC(=O)c1ccccc1	-4	-1	3.5
29	Cc1ccc(NC(=O)C(C)Sc2nnc3n2CCCCC3)cc1S(=O)(=O)N1CCOCC1 (stereo unspecified)	1	-2	-0.3
30	O=C(C1CCCCC1)N1C[C@@H](O)[C@H](n2cc(-c3ccc(F)cc3)nn2)C[C@@H]1c1ccc(Cl)cc1	-3	-3	3.8
31	Cc1cc(C)n(-c2ccc(C(=O)N3CCN(S(=O)(=O)c4ccc(Br)cc4Cl)CC3)cc2)n1	-1	-6	3.8
32	Cc1ccc(S(=O)(=O)N(C)C[C@H]2OCCCC[C@@H](C)Oc3ccc(NC(=O)Cc4ccccc4)cc3C(=O)N([C@H](C)CO)C[C@@H]2C)cc1	-10	-1	1.5
33	CCCCn1c(NCc2cc(C)ccc2O)nc2ccccc21	-3	-2	5.7
34	C[C@H](CO)N1C[C@H](C)[C@H](CN(C)C(=O)c2ccccc2)Oc2cc(Br)ccc2S1(=O)=O	-2	-2	0.2
35	COc1cccc(CN2C(=NC(=O)C3CCCO3)SC3CS(=O)(=O)CC32)c1 (stereo unspecified)	0	-1	2.0
36	C[C@@H]1CN([C@@H](C)CO)C(=O)CCCn2nncc2CO[C@H]1CN(C)C(=O)Nc1ccc2c(c1)OCO2	-7	-2	2.3
37	CCC(Sc1nc2ccsc2c(=O)n1CCC(=O)O)C(=O)Nc1ccc(Cl)cc1 (stereo unspecified)	-1	-2	1.8
38	O=C(CSc1nnc(-c2ccncc2)n1C1CC1)c1cccs1	0	2	4.7
39	COc1ccc(-n2c(SCC(=O)NCC3CCCO3)nc3ccccc3c2=O)cc1Cl (stereo unspecified)	-4	-2	-0.2
40	CCN(CC)C(=O)C1=C(C)N(Cc2ccc(OC)cc2)C(=O)C(CC(=O)NCc2cccs2)C1 (stereo unspecified)	-2	-1	2.6
41	Nc1ccc(Cl)cc1C(=O)c1ccc[nH]1	-6	0	3.7
42	Cc1cccc(S(=O)(=O)N(C)C[C@@H]2OCc3cnnn3CCCC(=O)N([C@H](C)CO)C[C@@H]2C)c1	-3	-3	0.4
43	Cc1ccc(S(=O)(=O)N(C)c2ccc(C(=O)NCC(c3ccccc3)N3CCCC3)cc2)cc1 (stereo unspecified)	-2	1	1.9
44	O=P1(O)CC2=C(CC=CC2)C1	-3	-1	-1.6
45	CCOC(=O)Nc1ccc(S(=O)(=O)N2CCC(c3nc4ccccc4[nH]3)CC2)cc1	-6	-6	5.2
46	COc1cccc(-c2cc3nc(C)c(C)c(N4CCN(C(=O)c5ccoc5)CC4)n3n2)c1	-3	-1	0.7
47	COc1cccc(NC(=S)NC2CC(C)CC(C)(C)C2)c1 (stereo unspecified)	-4	-3	2.6
48	CC(=O)N1CCN(S(=O)(=O)c2cccc(C(=O)NC3CCCC(C)C3C)c2)CC1 (stereo unspecified)	3	-6	2.4
49	CSCCC(NC(=O)c1ccccc1Cl)C(=O)NCCOc1ccc(C)cc1 (stereo unspecified)	1	-2	0.1
50	O=C(OCc1ccccc1)N1CCC2CC1c1ccc(Cl)cc12 (stereo unspecified)	-12	-1	0.2
51	COCOCCn1cc(CN2CCS(=O)(=O)N(Cc3ccc(-c4ccc(Cl)c(Cl)c4)cc3)C(C)C2=O)nn1 (stereo unspecified)	0	-4	0.6
52	CCCC(=O)NC(c1cccc([N+](=O)[O-])c1)c1ccc2cccnc2c1O (stereo unspecified)	13	-2	23*
53	COc1cc(C(=O)NN=Cc2ccc(N(C)C)cc2)cc(OC)c1OC	3	-4	0.6
54	COc1ccc([C@H]2N[C@]3(CCCN(Cc4ccc(Cl)cc4)C3=O)[C@H]3C(=O)N(Cc4ccccc4)C(=O)[C@@H]23)cc1	-2	-2	1.8
55	COCCNC(=O)CSc1nc(N)c(NC(=O)c2ccco2)c(=O)[nH]1	1	1	0.8
56	COc1ccc(CN2C(=O)C(CC(=O)NC3CCCC3)CC(C(=O)N(C)C)=C2C)cc1 (stereo unspecified)	-1	-2	1.7
57	COc1ccccc1-c1ccc2c(c1)O[C@@H](CN(C)C(=O)c1ccncc1)[C@H](C)CN([C@@H](C)CO)S2(=O)=O	-2	-1	6.5
58	Cc1ccccc1CSCC1Nc2ccc(C(=O)NCCc3ccccc3)cc2NC1=O (stereo unspecified)	-15	-5	2.6
59	O=c1c2ccccc2c2ccccc2c(=O)n1Nc1ccccc1	1	1	3.9
60	CCCCCC(=O)N1C[C@@H](O)[C@H](n2cc(COC(=O)c3ccccc3)nn2)C[C@@H]1c1ccc(C)cc1	-3	-5	0.9

# The list goes on.
No.	Compound	DAGLB inhibitor	Wnt bcat act	phage Ecoli inh
61	CC1CCN(C(=O)CCC(=O)Nc2ccc([N+](=O)[O-])cc2)CC1	-3	3	2.0
62	Cc1ccc([C@H]2C[C@@H](n3cc(COC(=O)c4ccccc4)nn3)[C@H](O)CN2C(=O)C2CCCCC2)cc1	-3	0	-1.0
63	CCOC(=O)N1CCN(C(=O)CCN2C(=O)/C(=C\c3ccc(OC)c(OC)c3)SC2=S)CC1	2	0	1.7
64	COC1OC2COC(c3ccccc3)OC2C2OC(c3ccccc3)OC12 (stereo unspecified)	-3	-2	4.1
65	CC(C)COC(=O)N(C)C[C@H]1OCc2cn(nn2)CCCC(=O)N([C@H](C)CO)C[C@@H]1C	2	1	2.8
66	CC(C)CCN1CCC[C@]2(N[C@H](c3ccccc3)[C@@H]3C(=O)N(Cc4ccccc4)C(=O)[C@@H]32)C1=O	-2	-5	-1.8
67	CCOC(=O)C1(C(=O)OCC)COC(=O)C1CN1Cc2cc3ccccc3nc2C1 (stereo unspecified)	3	-9	0.8
68	CC(C)/C=C/C(=O)N1CCC(N2CCC(C(=O)NCC3CCCO3)CC2)CC1 (stereo unspecified)	-2	0	1.2
69	COc1ccc(S(=O)(=O)N(C)C[C@@H]2OCc3cn(nn3)CCCC(=O)N([C@@H](C)CO)C[C@H]2C)cc1	3	-1	3.4
70	Cc1cc(NC(=O)c2ccc(OCC3CCCO3)cc2)ccc1Br (stereo unspecified)	-4	52*	2.2
71	COc1ccccc1CN(C)C[C@H]1OCc2cnnn2CCCC(=O)N([C@H](C)CO)C[C@@H]1C	0	1	1.8
72	C[C@@H]1CN([C@H](C)CO)C(=O)CCCn2nncc2CO[C@H]1CN(C)Cc1cccc(O)c1	-1	-1	1.8
73	COc1ccc(C)cc1-n1c(SCC(=O)N2CCOCC2)nc2ccccc2c1=O	0	-1	4.0
74	COc1ccc(CN(C)CCCn2cnc3c(OC)ncnc32)cc1OC	2	-2	1.8
75	C[C@@H]1CN([C@H](C)CO)C(=O)CCCn2nncc2CO[C@H]1CN(C)C(=O)Nc1ccnc(N2CCOCC2)c1	1	1	4.1
76	C[C@@H]1CN([C@H](C)CO)C(=O)c2cc(Br)cnc2O[C@@H]1CN(C)Cc1cncnc1	-5	0	3.4
77	CC(OCC(O)CN1CCN(S(=O)(=O)c2ccc(Cl)cc2)CC1)c1ccc(Cl)cc1 (stereo unspecified)	-4	-1	-0.4
78	Cc1ccc(C)c(OCc2cc(C(=O)N3CCN(C4CCCCC4)CC3)no2)c1	-3	0	1.9
79	Cc1cnc(NS(=O)(=O)c2ccc(N)cc2)nc1-c1ccccc1O	-3	1	3.3
80	COc1cccc(CCNC(=O)c2cc(COc3ccc(C)c(C)c3)on2)c1OC	-8	3	5.6
81	Cc1cc(C)n2c(SCC(=O)N(CCC#N)c3ccc4c(c3)OCCO4)nnc2n1	-2	-1	2.5
82	COc1ccc(CCNC(=O)CSc2nc3c(sc(=S)n3-c3ccccc3)c(=O)[nH]2)cc1OC	4	0	3.2
83	C=CCSc1nc2c(N)ncnc2n1C1OC(CO)C(O)C1O (stereo unspecified)	-4	-2	1.2
84	COc1ccc(N2CCN(C(=O)c3ccc4c(c3)CCN4S(C)(=O)=O)CC2)cc1	4	0	0.4
85	COc1cccc(C(=O)NCCS(=O)(=O)N2CCN(c3ccccc3)CC2)c1OC	-3	0	3.2
86	COC(=O)c1ccc(CNC(=O)c2ccc(OC)c(S(=O)(=O)NC3CC3)c2)cc1	1	1	2.1
87	C[C@H](CO)N1C[C@H](C)[C@H](CN(C)S(=O)(=O)c2ccc(-n3cccn3)cc2)OCc2cnnn2CCCC1=O	1	-2	5.1
88	CCCC#Cc1cnc2c(c1)C(=O)N([C@H](C)CO)C[C@@H](C)[C@H](CN(C)S(=O)(=O)c1cccc(OC)c1)O2	-14	-4	0.6
89	CCCCN1C(=O)C(CC(=O)NC(c2ccccc2)c2ccccc2)CC(C(=O)N2CCOCC2)=C1C (stereo unspecified)	-2	-1	-1.2
90	O=C(Nc1ccc2c(c1)OCCO2)c1ccccc1Cl	0	40*	4.4

# This is a subset, so the mix of outcomes need not match the whole.
